CCR6 antag – blocks CCL20-driven beta-arrestin recruitment at human CCR6; P51684; AID 493098; CHO-K1 CCR6 PathHunter beta-arrestin, luminescence, CCL20-stimulated; inhibition, % at 20 µM; 340,000 tested, 0.49% active;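 active = compounds whose inhibition of the agonist-driven luminescence signal at 20 µM reaches about 50%, limit read from the data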;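 note: cells stimulated with CCL20 at 14 nM final; plate controls were DMSO with CCL20 for no effect and DMSO without agonist for full effect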
ATG4B inhibitor – ATG4B (human) cysteine protease inhibition. ATG4B cleavage of LC3-PLA2, NBD-HPC fluorescence, 1 h. 340,000 tested, 0.51% active. inhibition, % at 8.33 µM; in the data active = inhibition above about 40%
CXCR6 block – CXCR6 (human) receptor inhibition; O00574; CHO-K1 PathHunter CXCR6 beta-arrestin, luminescence; inhibition, % at 20 µM; 360,000 tested, 0.36% active; in the data active = inhibition above about 34%, passing the limit was not always enough;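 note: antagonist mode with CXCL16 agonist at 10 nM final; 0% = 10 nM CXCL16 with DMSO and 100% = unstimulated wells without agonist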
Target sequence (O00574 whole entry, looked up): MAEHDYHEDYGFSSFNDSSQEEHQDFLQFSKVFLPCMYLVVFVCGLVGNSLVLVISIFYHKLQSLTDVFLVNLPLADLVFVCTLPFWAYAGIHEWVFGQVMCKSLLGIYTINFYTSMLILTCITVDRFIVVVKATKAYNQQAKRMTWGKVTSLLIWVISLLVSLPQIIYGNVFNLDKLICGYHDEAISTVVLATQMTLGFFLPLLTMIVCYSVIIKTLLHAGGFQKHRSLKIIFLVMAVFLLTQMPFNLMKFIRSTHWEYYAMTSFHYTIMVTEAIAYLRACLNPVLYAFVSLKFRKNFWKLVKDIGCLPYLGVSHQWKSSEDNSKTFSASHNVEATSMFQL
UBC13 polyUb – inhibitors of human UBC13 polyubiquitin chain formation. inhibition, % at 20 µM. 330,000 tested, 0.47% active. P61088. TR-FRET. AID 485273; in the data active = inhibition above about 45%, passing the limit was not always enough
Target sequence (P61088 whole entry, looked up): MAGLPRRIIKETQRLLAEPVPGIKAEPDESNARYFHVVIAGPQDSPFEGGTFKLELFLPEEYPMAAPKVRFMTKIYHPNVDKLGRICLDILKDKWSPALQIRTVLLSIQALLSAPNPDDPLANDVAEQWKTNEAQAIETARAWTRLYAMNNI
APJ antag – APJ receptor antagonism; AID 2521; inhibition, % at 20 µM; 330,000 tested, 0.32% active; CHO-K1 APJ beta-arrestin complementation, luminescence; P35414;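 active = inhibition above about 40% at 20 µM, limit read from the data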;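 note: cells challenged with 10 nM apelin-13 agonist together with compound; plate controls were apelin-13 plus DMSO wells for no effect and DMSO wells lacking apelin-13 for full effect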
Gli-Sufu antag – antagonists of Gli-Sufu signaling. Sufu-KO-LIGHT fibroblasts, Gli luciferase reporter luminescence. inhibition, % at 5 µM. 340,000 tested, 0.74% active;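 active = inhibition above about 55%, limit read from the data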;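 note: 0% = DMSO-treated cells and 100% = wells with medium but no cells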
EBI2 antag – EBI2 (human) antagonism | AID 651636 | EBI2 beta-arrestin recruitment, luminescence, 7a,25-OHC stimulated | P32249 | 360,000 tested, 0.81% active | inhibition, % at 5 µM; in the data active = inhibition above about 38%;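 note: enzyme fragment complementation signal reports receptor beta-arrestin coupling in cells; 0% = agonist plus DMSO wells and 100% = wells without agonist; some results beyond the cut were filed as inactive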
Target sequence (P32249 whole entry, looked up, the tested form may be a part): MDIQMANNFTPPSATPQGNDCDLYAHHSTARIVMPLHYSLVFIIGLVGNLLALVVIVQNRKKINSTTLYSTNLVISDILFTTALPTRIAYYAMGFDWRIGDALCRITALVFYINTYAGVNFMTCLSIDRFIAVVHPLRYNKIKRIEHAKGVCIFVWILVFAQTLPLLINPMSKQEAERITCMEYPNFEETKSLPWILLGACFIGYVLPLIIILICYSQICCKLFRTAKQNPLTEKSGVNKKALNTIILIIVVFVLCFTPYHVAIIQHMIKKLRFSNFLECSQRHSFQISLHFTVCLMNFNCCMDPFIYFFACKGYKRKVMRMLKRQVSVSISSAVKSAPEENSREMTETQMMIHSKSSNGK
APJ ag – agonists of human APJ apelin receptor; activation, % at 20 µM; AID 2520; 330,000 tested, 0.11% active; P35414; CHO-K1 APJ PathHunter beta-arrestin, luminescence; 0% DMSO wells, 100% apelin;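 active = activation more than six SD over the plate average, tested at 20 µM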;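 note: 0% = DMSO alone and 100% = apelin-13 at 10 nM; some results filed as inactive read as strong as hits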
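Assay system: CHO-K1 cells stably expressing ProLink-tagged human APJ and arrestin–beta-gal acceptor. Compound dosing: 20 µM single point, 1% DMSO. Times: 16-18 h seeding, 90 min dark compound exposure, 60 min detection. Detection: beta-gal luminescence. Evaluation: APJ–arrestin association signal. Controls: negative DMSO alone, positive Apelin-13 at 10 nM.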
* hit, by the source's call. Some of the compounds tested (hit frequency here may not be typical).

Cc1cccc(-n2c(/C=C/c3ccc([N+](=O)[O-])o3)nc3ccccc3c2=O)c1 was read as CCR6 antag 8, ATG4B inhibitor 0, CXCR6 block -22, UBC13 polyUb -13, APJ antag -36, Gli-Sufu antag 72*, EBI2 antag 17 and APJ ag 4.
`O=C(Nc1nccs1)c1c(O)c2c(n(Cc3ccco3)c1=O)CCCC2` gave CCR6 antag 12, ATG4B inhibitor -4, CXCR6 block -3, UBC13 polyUb -14, APJ antag 3, Gli-Sufu antag 6, EBI2 antag 9 and APJ ag -1.
CC(=O)OC1(Cc2ccccc2)CN2CCC1c1ccccc12 (centres undefined) was read as CCR6 antag 3, ATG4B inhibitor -11, CXCR6 block -2, UBC13 polyUb -2, APJ antag -1, Gli-Sufu antag 1, EBI2 antag 5 and APJ ag 0.
For C=CCn1c(O)c(C(C)=Nc2ccc(C(=O)OCC)cc2)c(=O)[nH]c1=O the results were CCR6 antag 3, ATG4B inhibitor -21, CXCR6 block -4, UBC13 polyUb 2, APJ antag 19, Gli-Sufu antag 1, EBI2 antag -6 and APJ ag -1.
Screening Cc1cccc(N2C(=O)NC(=O)C3(Cc4cc(C)ccc4N(C)C3)C2=O)c1 (centres undefined) returned CCR6 antag 15, ATG4B inhibitor -9, CXCR6 block -5, UBC13 polyUb -11, APJ antag 9, Gli-Sufu antag -6, EBI2 antag 2 and APJ ag -1.
Screening CC(C)OCCCNC(=O)c1c(N)n(CC2CCCO2)c2nc3ccccc3nc12 (centres undefined) returned CCR6 antag 27, ATG4B inhibitor -25, CXCR6 block 4, UBC13 polyUb -4, APJ antag 24, Gli-Sufu antag 5, EBI2 antag 17 and APJ ag -6.
`CC(=O)Nc1cc(C(=O)N2CCC3(CC2)OCCO3)ccc1Sc1ccc(F)cc1` gave CCR6 antag -6, ATG4B inhibitor -11, CXCR6 block -3, UBC13 polyUb 2, APJ antag 10, Gli-Sufu antag -17, EBI2 antag 0 and APJ ag -4.
`O=P(Nc1ccccc1)(Nc1ccccc1)Oc1cccc(Cl)c1` gave CCR6 antag -5, ATG4B inhibitor 30, CXCR6 block 2, UBC13 polyUb 1, APJ antag 2, Gli-Sufu antag 4, EBI2 antag 4 and APJ ag -2.
Cc1ccc(C(c2nnnn2Cc2ccccc2)N2CC=C(c3ccc(F)cc3)CC2)cc1 (centres undefined) was read as CCR6 antag 9, ATG4B inhibitor -4, CXCR6 block 14, UBC13 polyUb 3, APJ antag -5, Gli-Sufu antag -1, EBI2 antag 16 and APJ ag -4.
Cc1ccc(S(=O)(=O)N2CCC(C(=O)N3CCC4(CC3)OCCO4)CC2)cc1 was read as CCR6 antag 3, ATG4B inhibitor -4, CXCR6 block -1, UBC13 polyUb -6, APJ antag 0, Gli-Sufu antag -5, EBI2 antag -6 and APJ ag -3.

Overlap with the part before: 3 entries; new compounds follow.
`O=P(Nc1ccccc1)(Nc1ccccc1)Oc1cccc(Cl)c1` gave CCR6 antag -5, ATG4B inhibitor 30, CXCR6 block 2, UBC13 polyUb 1, APJ antag 2, Gli-Sufu antag 4, EBI2 antag 4 and APJ ag -2.
Cc1ccc(C(c2nnnn2Cc2ccccc2)N2CC=C(c3ccc(F)cc3)CC2)cc1 (centres undefined) was read as CCR6 antag 9, ATG4B inhibitor -4, CXCR6 block 14, UBC13 polyUb 3, APJ antag -5, Gli-Sufu antag -1, EBI2 antag 16 and APJ ag -4.
Cc1ccc(S(=O)(=O)N2CCC(C(=O)N3CCC4(CC3)OCCO4)CC2)cc1 was read as CCR6 antag 3, ATG4B inhibitor -4, CXCR6 block -1, UBC13 polyUb -6, APJ antag 0, Gli-Sufu antag -5, EBI2 antag -6 and APJ ag -3.
For COc1ccc(CN2CC=C(c3ccc(F)cc3)CC2)cc1Br the results were CCR6 antag -2, ATG4B inhibitor 0, CXCR6 block 1, UBC13 polyUb 0, APJ antag 1, Gli-Sufu antag 33, EBI2 antag -10 and APJ ag 2.
Screening Cc1ccc(S(=O)(=O)Nc2cc(C(=O)N3CCC4(CC3)OCCO4)ccc2N2CCCCC2)cc1 returned CCR6 antag -44, ATG4B inhibitor 2, CXCR6 block -4, UBC13 polyUb 2, APJ antag 15, Gli-Sufu antag 1, EBI2 antag -3 and APJ ag 0.
For Cc1cc(C)n2nc(SCC(=O)N3CCC4(CC3)OCCO4)nc2n1 the results were CCR6 antag -11, ATG4B inhibitor -2, CXCR6 block -1, UBC13 polyUb 4, APJ antag 0, Gli-Sufu antag 2, EBI2 antag 2 and APJ ag -5.
Screening O=C(c1ccc(CNS(=O)(=O)c2ccccc2)cc1)N1CCC2(CC1)OCCO2 returned CCR6 antag -2, ATG4B inhibitor -6, CXCR6 block 0, UBC13 polyUb -9, APJ antag 0, Gli-Sufu antag -4, EBI2 antag 3 and APJ ag 2.
`CCOC(=O)C1(c2ccccc2)CCN(CCC(C#N)(c2ccccc2)c2ccccc2)CC1` gave CCR6 antag 24, ATG4B inhibitor 14, CXCR6 block 21, UBC13 polyUb 6, APJ antag 15, Gli-Sufu antag 7, EBI2 antag 28 and APJ ag -3.
For Cc1ccc(N2C(=O)NC(=O)/C(=C/c3cnc(-c4ccccc4)nc3)C2=O)cc1C the results were CCR6 antag -12, ATG4B inhibitor 4, CXCR6 block 6, UBC13 polyUb 4, APJ antag -1, Gli-Sufu antag -2, EBI2 antag -4 and APJ ag -1.
Cc1ccc(NS(=O)(=O)c2ccc(OCC(=O)N3CCN(C)CC3)cc2)cc1 was read as CCR6 antag 10, ATG4B inhibitor -3, CXCR6 block -3, UBC13 polyUb -1, APJ antag 10, Gli-Sufu antag -2, EBI2 antag 3 and APJ ag -2.
For CN(C)/C=C/C(=O)C(Cl)(Cl)Cl the results were CCR6 antag 0, ATG4B inhibitor -4, CXCR6 block 0, UBC13 polyUb 0, APJ antag -6, Gli-Sufu antag -1, EBI2 antag -2 and APJ ag -4.
CC1CCN2c3nc4ccccn4c(=O)c3CC3(C(=O)N(C)C(=O)N(C)C3=O)C2C1 (centres undefined) was read as CCR6 antag 4, ATG4B inhibitor 7, CXCR6 block -3, UBC13 polyUb 1, APJ antag 0, Gli-Sufu antag -20, EBI2 antag -16 and APJ ag -2.
For Clc1ccc(CSC(Cn2ccnc2)c2ccc(Cl)cc2Cl)cc1 (centres undefined) the results were CCR6 antag 15, ATG4B inhibitor 9, CXCR6 block -10, UBC13 polyUb 44, APJ antag 4, Gli-Sufu antag -4, EBI2 antag 13 and APJ ag 4.
For Clc1ccc2c(c1)C(c1ccccc1Cl)=NCc1nncn1-2 the results were CCR6 antag 2, ATG4B inhibitor -7, CXCR6 block 4, UBC13 polyUb 3, APJ antag 10, Gli-Sufu antag -18, EBI2 antag 6 and APJ ag 2.
For CCOC(=O)[C@]12Cc3cc(OC)ccc3[C@H]1N(Cc1ccccc1)C(=O)c1cc(F)c(F)cc12 the results were CCR6 antag 5, ATG4B inhibitor 3, CXCR6 block 17, Gli-Sufu antag 28 and EBI2 antag 40*.
`Cc1nc2ccccc2c(=O)n1-c1cccc(C(F)(F)F)c1` gave CCR6 antag 2, ATG4B inhibitor -10, CXCR6 block 4, UBC13 polyUb -4, APJ antag -5, Gli-Sufu antag 31, EBI2 antag -3 and APJ ag 0.
For O=C(c1ccccc1F)c1cn(Cc2ccccc2)c2ccccc12 the results were CCR6 antag 3, ATG4B inhibitor 12, CXCR6 block 5, UBC13 polyUb 29, APJ antag 3, Gli-Sufu antag 2, EBI2 antag -7 and APJ ag -3.
For O=CC(Cl)P(=O)(N1CCCCC1)N1CCCCC1 (centres undefined) the results were CCR6 antag -13, ATG4B inhibitor -1, CXCR6 block -5, UBC13 polyUb 4, APJ antag 11, Gli-Sufu antag -24, EBI2 antag -7 and APJ ag -2.
For CN1CCN(CCOC2c3ccccc3CSc3ccc(Cl)cc32)CC1 (centres undefined) the results were CCR6 antag 3, ATG4B inhibitor -4, CXCR6 block -4, UBC13 polyUb 27, APJ antag 2, Gli-Sufu antag 11, EBI2 antag 2 and APJ ag 0.
CCCCN1C(=O)/C(=C\c2ccco2)C(=O)N(CCc2ccccc2)C1=O was read as CCR6 antag -5, ATG4B inhibitor -3, CXCR6 block 1, UBC13 polyUb -18, APJ antag 9, Gli-Sufu antag 8, EBI2 antag 10 and APJ ag 2.
For C/C=C1\NC(=O)[C@@H](NC(=O)[C@H](CCc2ccc(O)cc2)NC(=O)[C@H](C)NC(=O)[C@H](O)CO)[C@@H](C)OC(=O)[C@H](C(C)C)NC(=O)[C@H](Cc2ccc(O)cc2)N(C)C(=O)[C@H](Cc2ccccc2)N2C(=O)C(CC[C@H]2O)NC1=O (some centres undefined) the results were CCR6 antag -7, ATG4B inhibitor -4, CXCR6 block -1, UBC13 polyUb -16, APJ antag 1, Gli-Sufu antag -1, EBI2 antag -8 and APJ ag -2.
For COC(=O)c1ccc(NC(=O)NC(=O)Oc2ccccc2)cc1 the results were CCR6 antag 0, ATG4B inhibitor 4, CXCR6 block -15, UBC13 polyUb -10, APJ antag 13, Gli-Sufu antag -3, EBI2 antag 1 and APJ ag -2.
For C=CCn1c(O)c(C(CC)=NCCN2CCN(C(=S)NC)CC2)c(=O)[nH]c1=O the results were CCR6 antag -1, ATG4B inhibitor 4, CXCR6 block -2, UBC13 polyUb 4, APJ antag -5, Gli-Sufu antag 0, EBI2 antag -2 and APJ ag -2.
For CCc1ccc(OCC(=O)N2CCN(CC(=O)Nc3ccccc3Cl)CC2)cc1 the results were CCR6 antag 4, ATG4B inhibitor -11, CXCR6 block -2, UBC13 polyUb 6, APJ antag 0, Gli-Sufu antag -3, EBI2 antag 73* and APJ ag -4.
CCN(CC)C(=O)c1ccc(NC(=O)c2cn(-c3ccccc3)nc2-c2ccc(OC)cc2)cc1 was read as CCR6 antag 9, ATG4B inhibitor 8, CXCR6 block -1, UBC13 polyUb 7, APJ antag -21, Gli-Sufu antag 0, EBI2 antag -2 and APJ ag -1.
CCC12C=CCN3CCC4(c5cc(Br)c(OC)cc5N(C)C4C(O)(C(=O)OC)C1OC(C)=O)C32 (centres undefined) was read as CCR6 antag -5, ATG4B inhibitor -21, CXCR6 block 8, UBC13 polyUb -10, APJ antag 17, Gli-Sufu antag 11, EBI2 antag 11 and APJ ag 1.
CC(/C=C(\C)Nc1ccccc1)=Nc1ccccc1 was read as CCR6 antag 5, ATG4B inhibitor -1, CXCR6 block 0, UBC13 polyUb -2, APJ antag -5, Gli-Sufu antag -9, EBI2 antag 1 and APJ ag -1.
For CC(C)CC(=O)NC(Oc1ccc(Cl)cc1)C(Cl)(Cl)Cl (centres undefined) the results were CCR6 antag 9, ATG4B inhibitor -3, CXCR6 block -6, UBC13 polyUb -6, APJ antag -4, Gli-Sufu antag 0, EBI2 antag 29 and APJ ag -3.

Three compounds drawn at random from the list so far:
CCC12C=CCN3CCC4(c5cc(Br)c(OC)cc5N(C)C4C(O)(C(=O)OC)C1OC(C)=O)C32 (centres undefined) was read as CCR6 antag -5, ATG4B inhibitor -21, CXCR6 block 8, UBC13 polyUb -10, APJ antag 17, Gli-Sufu antag 11, EBI2 antag 11 and APJ ag 1.
For CC(C)CC(=O)NC(Oc1ccc(Cl)cc1)C(Cl)(Cl)Cl (centres undefined) the results were CCR6 antag 9, ATG4B inhibitor -3, CXCR6 block -6, UBC13 polyUb -6, APJ antag -4, Gli-Sufu antag 0, EBI2 antag 29 and APJ ag -3.
CCN(CC)C(=O)c1ccc(NC(=O)c2cn(-c3ccccc3)nc2-c2ccc(OC)cc2)cc1 was read as CCR6 antag 9, ATG4B inhibitor 8, CXCR6 block -1, UBC13 polyUb 7, APJ antag -21, Gli-Sufu antag 0, EBI2 antag -2 and APJ ag -1.
